TCR activator – T cell receptor activation. primary human leukocytes, anti-CD3, IL-2 HTRF, 48 h. Potency, µM (doses to about 9.22 µM), inactives show at the highest dose activation of IL-2 secretion, hits mostly activators. 330,000 tested, under 10 active. AID 504894; note: % of control where 0% means no effect
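Primary human leukocytes incubated 48 hr with anti-CD3 beads plus compound, without co-stimulation. Secreted IL-2 measured by HTRF (europium cryptate/d2 anti-IL-2 pair, 320 nm excitation, 665 nm emission).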
TRPV1 ag – agonists of human vanilloid receptor 1 (TRPV1); TRPV1-expressing cells, Fluo-8 calcium influx, agonist mode; activation, % at 8.33 µM; actives 0.19% (n = 320,000); in the data active = activation above about 80%; inconclusive = between about 30% and that limit; note: 0% is about no effect
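Fluo-8 calcium influx in TRPV1-expressing cells, kinetic read (ex 480/em 520 nm). Compound added and read 3 min for agonist activity, followed by capsaicin at EC20 final and 2 min further read for enhancement.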
ELG1 repair inh – inhibitors of ELG1-dependent DNA repair in HEK293T cells; HEK293T ELG1-luciferase reporter, luminescence, 16 h; DNA damage induced by 5-fluorouridine; Potency, µM (doses to about 46.1 µM), for the others: top-dose activity change, negative = inhibition, usual class: inhibitors; actives 2.3% (n = 330,000); note: potency is the fitted concentration of half-maximal effect; % is set by controls: 0 for no effect and ±100 for the full control effect; nearly all actives have a fitted effect of over 55% in size
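HEK293T cells expressing luciferase-tagged ELG1 (2,000/well) received 5-Fluorouridine plus compound or DMSO for 16 hr at 37 °C. Luciferase was read by ONE-Glo luminescence after 30 min at room temperature.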
hERG WT inh – inhibitors of human wildtype KCNH2 potassium channel | Q12809 | U2OS, BacMam KCNH2, thallium flux FluxOr; stronger effect = lower value | activity change, % at 1.84 µM | actives 0.37% (n = 340,000);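 active = maximum activity change below -70%; inconclusive = maximum activity change between -70% and -50%; inactive = maximum activity change above -50%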; note: % is set by controls: 0 for no effect and ±100 for the full control effect
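U2OS cells transduced with wild-type KCNH2 virus are loaded with FluxOr dye for 45 min, and thallium flux is measured in kinetic reads before and after stimulation buffer. Rate constants are normalized to DMSO controls.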
AT treatment – potential ataxia-telangiectasia treatments restoring KAP-1 phosphorylation; […] A-T fibroblasts, KAP-1 phosphorylation AlphaLISA; neocarzinostatin DNA damage 30 min before lysis; Potency, µM (doses to about 57.5 µM), for the others: at the top dose activation, actives largely listed as activators; actives 0.19% (n = 320,000); AID 485349; note: potency is the fitted concentration of half-maximal effect; % of control where 0% means no effect; nearly all actives have a fitted effect of over 45% in size
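hTERT-immortalized A-T patient fibroblasts ([…]), 500 cells/well in OPTI-MEM, 1% FBS, got compounds for 60 min, then NCS for 30 min at 37C. Lysates were then assayed for phospho-KAP-1 by AlphaLISA (anti-pKAP1 donor, anti-KAP1 acceptor beads), 6 hr at 25C.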
Eya2 inh – inhibitors of human Eya2 phosphatase activity; recombinant Eya2, OMFP fluorescence dephosphorylation (OMFP is methylfluorescein phosphate); AID 488837; O00167; Potency, µM (series often up to 76.9 µM), without a hit: at the top dose activity, negative = inhibition, usual class: inhibitors; actives 0.006% (n = 330,000); note: potency is the fitted concentration of half-maximal effect; % is set by controls: 0 for no effect and ±100 for the full control effect
Target sequence (O00167 whole entry, looked up): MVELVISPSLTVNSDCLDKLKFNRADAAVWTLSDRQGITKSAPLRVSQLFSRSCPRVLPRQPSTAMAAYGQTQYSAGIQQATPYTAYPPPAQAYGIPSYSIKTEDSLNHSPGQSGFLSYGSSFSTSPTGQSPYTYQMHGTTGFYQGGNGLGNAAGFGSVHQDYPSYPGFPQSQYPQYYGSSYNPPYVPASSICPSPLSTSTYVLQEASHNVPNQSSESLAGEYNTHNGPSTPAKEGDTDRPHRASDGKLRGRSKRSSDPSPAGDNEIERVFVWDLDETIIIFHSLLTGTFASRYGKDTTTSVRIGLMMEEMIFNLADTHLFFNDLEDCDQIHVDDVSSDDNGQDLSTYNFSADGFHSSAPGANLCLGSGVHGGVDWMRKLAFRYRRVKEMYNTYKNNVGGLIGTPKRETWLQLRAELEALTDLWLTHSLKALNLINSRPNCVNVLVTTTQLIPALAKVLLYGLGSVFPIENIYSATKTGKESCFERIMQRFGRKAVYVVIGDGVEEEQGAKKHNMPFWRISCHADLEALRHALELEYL
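Eya2 protein (added as 0.2 uM solution) was preincubated with compound for 10 min at ambient temperature in 50 mM HEPES pH 7.5, 50 mM NaCl, 5 uM MgCl2, 0.05% BSA, 1 mM DTT. OMFP (added at 50 uM) then reacted 10 min; fluorescence read at 485/525 nm.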
Mito fusion yeast – inhibitors of mitochondrial division or activators of mitochondrial fusion | S. cerevisiae fusion-defective mutant growth rescue, CellTiterGlo 48 h | Potency, µM (highest dose often 46.1 µM), without a hit: at the highest dose growth rescue (activation), usual class: activators | actives 0.23% (n = 320,000);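 note: potency is the fitted concentration of half-maximal effect; % of control where 0% means no effect; nearly all actives have a fitted effect of over 45% in size; temperature-sensitive fusion mutants such as fzo1-1 at 37 °C on non-fermentable ethanol glycerol medium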
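Luminescent cell viability in 1536-well qHTS format served as the measure of rescued growth in ts fusion-mutant S. cerevisiae cultured on non-fermentable YPEG for 48 hours at 37C.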
USP2a block – USP2a (human) protease inhibition; O75604; USP2 core, Ub-CHOP2 coupled fluorogenic reporter, 485/531; Potency, µM (top dose mostly 38.3 µM), inactives show at the highest dose activity change, negative = inhibition, usual class: inhibitors; actives 0.01% (n = 330,000);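 note: potency is the fitted concentration of half-maximal effect; plate controls were DMSO wells for no effect and full inhibition by NEM control for full effect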
Target sequence (O75604 whole entry, looked up): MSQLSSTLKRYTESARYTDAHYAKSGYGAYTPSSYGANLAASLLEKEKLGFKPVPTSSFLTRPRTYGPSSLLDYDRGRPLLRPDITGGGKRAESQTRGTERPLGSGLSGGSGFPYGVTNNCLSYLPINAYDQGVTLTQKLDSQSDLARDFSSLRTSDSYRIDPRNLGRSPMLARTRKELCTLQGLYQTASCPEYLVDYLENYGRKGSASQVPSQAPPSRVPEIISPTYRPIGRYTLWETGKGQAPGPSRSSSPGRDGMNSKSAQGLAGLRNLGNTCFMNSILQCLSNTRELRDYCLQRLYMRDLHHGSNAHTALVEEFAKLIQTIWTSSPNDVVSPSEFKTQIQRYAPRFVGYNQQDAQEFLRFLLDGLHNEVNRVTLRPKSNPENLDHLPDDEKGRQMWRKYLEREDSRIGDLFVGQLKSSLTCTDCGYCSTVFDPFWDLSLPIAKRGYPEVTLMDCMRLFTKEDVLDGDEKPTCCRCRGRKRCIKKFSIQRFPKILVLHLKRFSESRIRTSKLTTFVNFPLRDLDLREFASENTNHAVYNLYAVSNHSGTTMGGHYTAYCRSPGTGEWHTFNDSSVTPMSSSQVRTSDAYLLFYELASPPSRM
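Cell-free coupled assay: 10nM USP2 core preincubated 30min RT with compound in Tris-HCl pH 8.0/CaCl2/CHAPS buffer, then 25nM Ub-CHOP2 and 25nM reporter substrate; fluorescence (Ex 485/Em 531) read after 60min RT, normalized to NEM inhibition, concentration-response curves fitted.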
KCNH2 3.1 block – inhibitors of human KCNH2 3.1 potassium channel isoform. actives 0.95% (n = 340,000). activity change, % (tested at about 1.8 µM). AID 720553. U2OS KCNH2 3.1, thallium flux FluxOr; stronger effect = lower value;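 active = maximum activity change below -70%; inconclusive = maximum activity change from -70% to -50%; inactive = maximum activity change above -50%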;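 note: thallium influx rate constant from kinetic fluorescence after stimulation buffer; % is set by controls: 0 for no effect and ±100 for the full control effect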
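Kinetic fluorescence (2 min after stimulation buffer) measures Tl+ influx through KCNH2 3.1 expressed by viral transduction in U2OS cells; the rate constant is normalized against DMSO controls serving as positive and negative references.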
TSHR antag – blocks TSH signaling through the human TSH receptor; TSHR-expressing cells, TSH-stimulated cAMP HTRF, 2 h; stronger effect = lower value; activity change, negative = inhibition, % at 11.5 µM; actives 0.2% (n = 330,000); P16473;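 active = activity change below a set negative limit, meaning inhibition stronger than a set level, cut at about -70% in these data; inconclusive = activity change between two set negative limits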; note: % is set by controls: 0 for no effect and ±100 for the full control effect
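Antagonism was scored as loss of TSH-driven cAMP in TSHR cells, stimulated with 4nM TSH (EC80) for 2 hours at 37 deg C and detected by homogeneous HTRF competition immunoassay.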
Starred values were filed as active, the others as inactive; [ ] = dose if it differs, or a comment. Unless noted, calls come from the whole dose curve; as a rule, active = well fitted curve in the direction sought with a large enough effect; inconclusive = small, poorly fitted or top-dose-only effect, or another doubt; inactive = no such curve, though single readings can be large; an effect the other way counts as inactive or inconclusive.

What do the screens show for `COc1ccc(OC)c(S(=O)(=O)N2CCCCC2C(=O)N2CCN(c3ccccn3)CC2)c1` (configuration not stated)?
TCR activator: 2%; TRPV1 ag: 0; ELG1 repair inh: inconclusive; hERG WT inh: 0; AT treatment: -8%; Eya2 inh: -16%; Mito fusion yeast: 4%; USP2a block: 0%; KCNH2 3.1 block: -22; TSHR antag: -5

What do the screens show for `COc1ccc(-n2c(CN3CCOCC3)nc3ccc([N+](=O)[O-])cc3c2=O)c(OC)c1`?
TCR activator: -6%; TRPV1 ag: 6; ELG1 repair inh: 9%; hERG WT inh: -1; AT treatment: -12%; Eya2 inh: 0%; Mito fusion yeast: -2%; USP2a block: -7%; KCNH2 3.1 block: -5; TSHR antag: -1

Results for CCOC(=O)c1cc(Sc2ccccc2N)cc(C(=O)OCC)n1 ?
TCR activator: 1%; TRPV1 ag: inconclusive; ELG1 repair inh: 0%; hERG WT inh: 1; AT treatment: 13%; Eya2 inh: 8%; Mito fusion yeast: 6%; USP2a block: 0%; KCNH2 3.1 block: -1; TSHR antag: -10

How did C/C(=N\NC(=O)c1c(C)nc2ccccn12)c1ccco1 do in these assays?
TCR activator: 1%; TRPV1 ag: -6; ELG1 repair inh: inconclusive; hERG WT inh: -5; AT treatment: 0%; Eya2 inh: -5%; Mito fusion yeast: 4%; USP2a block: 3%; KCNH2 3.1 block: -5; TSHR antag: 6

Results for CCOC(=O)c1sc(NC(=O)CSc2nnnn2-c2ccc(C)cc2)c(C(=O)OCC)c1C ?
TCR activator: 2%; TRPV1 ag: -1; ELG1 repair inh: 0%; hERG WT inh: 30; AT treatment: 1%; Eya2 inh: -21%; Mito fusion yeast: 1%; USP2a block: 0%; KCNH2 3.1 block: -9; TSHR antag: -2

What do the screens show for `Cc1cccc(C(=O)OC(C)C(=O)Nc2ccc(S(=O)(=O)Nc3ncccn3)cc2)c1C` (configuration not stated)?
TCR activator: 8%; TRPV1 ag: 0; ELG1 repair inh: 4%; hERG WT inh: 11; AT treatment: 2%; Eya2 inh: 25%; Mito fusion yeast: 0%; USP2a block: -1%; KCNH2 3.1 block: 9; TSHR antag: 5

How did O=C(Nc1nccs1)c1nc[nH]c1C(=O)N1CCc2ccccc2C1 do in these assays?
TCR activator: 2%; TRPV1 ag: 6; ELG1 repair inh: -9%; hERG WT inh: -4; AT treatment: 3%; Eya2 inh: -15%; Mito fusion yeast: -16%; USP2a block: 0%; KCNH2 3.1 block: 14; TSHR antag: 5

How did CCOC(=O)CSC1=C(C#N)C(c2ccccc2OCC)C(C#N)C(=O)N1 (configuration not stated) do in these assays?
TRPV1 ag: -2; ELG1 repair inh: 19%; hERG WT inh: -6; AT treatment: 5%; Eya2 inh: 4%; Mito fusion yeast: -3%; USP2a block: -1%; KCNH2 3.1 block: 8; TSHR antag: 20

Results for CCOC(=O)C1CCCN(Cc2cccc(Cl)c2)C1 (configuration not stated) ?
TCR activator: -6%[46.1 µM]; TRPV1 ag: 12; ELG1 repair inh: inconclusive; hERG WT inh: 7; AT treatment: 10%; Eya2 inh: 0%; Mito fusion yeast: 0%; USP2a block: -2%; KCNH2 3.1 block: -1; TSHR antag: 8

What do the screens show for `C[C@]12C(=O)N(c3cccc(Cl)c3)C(=O)N1[C@@H]1c3ccccc3OC[C@@H]1[C@H]2c1ccccc1`?
TCR activator: 1%; ELG1 repair inh: -9%; hERG WT inh: 7; AT treatment: 5%; Eya2 inh: 4%; USP2a block: -5%; KCNH2 3.1 block: -2; TSHR antag: -18

How did COc1ccc(/C=C/C(=O)OCC(=O)NC2CC2)c(OC)c1 do in these assays?
TCR activator: 0%; ELG1 repair inh: 13%; hERG WT inh: -4; AT treatment: 5%; Eya2 inh: 5%; USP2a block: 5%; KCNH2 3.1 block: 16

What do the screens show for `Cc1cccc(NS(=O)(=O)c2cc(C(=O)N3CCCC3)ccc2Cl)c1`?
TCR activator: -2%[46.1 µM]; TRPV1 ag: 0; ELG1 repair inh: 9%; hERG WT inh: -10; AT treatment: 3%; Eya2 inh: -4%; Mito fusion yeast: 4%; USP2a block: 1%; KCNH2 3.1 block: 4; TSHR antag: -6

What do the screens show for `O=C(NCc1ccccn1)c1cc(S(=O)(=O)N2CCCCC2)ccc1Cl`?
TCR activator: -9%; TRPV1 ag: -2; ELG1 repair inh: 18%; hERG WT inh: 5; Eya2 inh: 13%; Mito fusion yeast: 8%; USP2a block: 1%; KCNH2 3.1 block: 5; TSHR antag: 3

What do the screens show for `COc1ccc(C(=O)N2CCCC(C(=O)c3ccccc3OC)C2)cc1OC` (configuration not stated)?
TCR activator: 7%; TRPV1 ag: -2; ELG1 repair inh: 21%; hERG WT inh: -3; AT treatment: -2%; Eya2 inh: 5%; Mito fusion yeast: 3%; USP2a block: 1%; KCNH2 3.1 block: 0; TSHR antag: -1

What do the screens show for `CCN1CCN(c2nc(Nc3cccc(OC)c3)nc(N)c2[N+](=O)[O-])CC1`?
TCR activator: 5%; TRPV1 ag: 0; ELG1 repair inh: -14%; hERG WT inh: 26; AT treatment: -20%; Eya2 inh: -10%; Mito fusion yeast: -8%; USP2a block: 1%; KCNH2 3.1 block: 0; TSHR antag: 0

What do the screens show for `Cc1ccc(NC(=O)c2ccccc2-c2ccccc2C(=O)O)cc1`?
TCR activator: 9%[46.1 µM]; TRPV1 ag: -4; ELG1 repair inh: -5%; hERG WT inh: -2; AT treatment: 9%; Eya2 inh: 4%; Mito fusion yeast: -2%; USP2a block: 5%; KCNH2 3.1 block: 9; TSHR antag: 10

Results for Cc1cccc(N2C(=O)C(Oc3ccc(Cl)cc3Cl)C2C(=O)O)c1C (configuration not stated) ?
TCR activator: 4%[46.1 µM]; TRPV1 ag: -7; ELG1 repair inh: -5%; hERG WT inh: 5; AT treatment: 1%; Eya2 inh: -6%; Mito fusion yeast: 0%; USP2a block: 1%; KCNH2 3.1 block: 1; TSHR antag: 15

What do the screens show for `COc1ccc(-c2nc(-c3cccc(C)c3)no2)cc1OC`?
TCR activator: 2%[46.1 µM]; TRPV1 ag: 3; ELG1 repair inh: inconclusive; hERG WT inh: -7; AT treatment: 10%; Eya2 inh: -7%; Mito fusion yeast: -1%; USP2a block: 1%; KCNH2 3.1 block: -7; TSHR antag: -22

What do the screens show for `CC1CN(C(=O)COC(=O)c2ccc(F)cc2Cl)CC(C)O1` (configuration not stated)?
TCR activator: -3%; TRPV1 ag: -2; ELG1 repair inh: 22%; hERG WT inh: 4; AT treatment: -2%; Eya2 inh: -11%; Mito fusion yeast: -4%; USP2a block: 3%; KCNH2 3.1 block: 0; TSHR antag: 4

What do the screens show for `c1ccc(-c2nc(NCCCn3ccnc3)c3oc4ccccc4c3n2)cc1`?
TCR activator: 1%; TRPV1 ag: -2; ELG1 repair inh: inconclusive; hERG WT inh: 5; AT treatment: 3%; Eya2 inh: 4%; Mito fusion yeast: 6%; USP2a block: 3%; KCNH2 3.1 block: -6; TSHR antag: -30

Pulled by compound from the entries so far, 2 records:
Results for CCOC(=O)c1cc(Sc2ccccc2N)cc(C(=O)OCC)n1 ?
TCR activator: 1%; TRPV1 ag: inconclusive; ELG1 repair inh: 0%; hERG WT inh: 1; AT treatment: 13%; Eya2 inh: 8%; Mito fusion yeast: 6%; USP2a block: 0%; KCNH2 3.1 block: -1; TSHR antag: -10

What do the screens show for `Cc1ccc(NC(=O)c2ccccc2-c2ccccc2C(=O)O)cc1`?
TCR activator: 9%[46.1 µM]; TRPV1 ag: -4; ELG1 repair inh: -5%; hERG WT inh: -2; AT treatment: 9%; Eya2 inh: 4%; Mito fusion yeast: -2%; USP2a block: 5%; KCNH2 3.1 block: 9; TSHR antag: 10

(cont.)
How did Cn1c(NC(=O)C[n+]2cc(-c3ccc(Cl)cc3)n3c2CCC3)cc(=O)n(C)c1=O do in these assays?
TCR activator: 3%[46.1 µM]; TRPV1 ag: 0; ELG1 repair inh: 2%; hERG WT inh: 9; AT treatment: -3%; Eya2 inh: -2%; Mito fusion yeast: -3%; USP2a block: 6%; KCNH2 3.1 block: 4; TSHR antag: 7

What do the screens show for `O=C1CC(N2CCOCC2)C(=O)N1CCc1ccccc1` (configuration not stated)?
TCR activator: 0%; TRPV1 ag: -2; ELG1 repair inh: -4%; hERG WT inh: 2; AT treatment: 4%; Eya2 inh: 0%; Mito fusion yeast: -9%; USP2a block: 5%; KCNH2 3.1 block: 2; TSHR antag: -12

Results for CCOC(=O)C1CCN(c2c(NCCCN3CCN(Cc4ccccc4)CC3)c(=O)c2=O)CC1 ?
TRPV1 ag: 1; ELG1 repair inh: 5%; hERG WT inh: 23; Eya2 inh: 11%; Mito fusion yeast: -1%; USP2a block: 1%; KCNH2 3.1 block: 8; TSHR antag: 18

What do the screens show for `Cc1ccc(N2C(=O)C(Cl)=C(N3CCN(C)CC3)C2=O)c(C)c1`?
TCR activator: -1%[46.1 µM]; TRPV1 ag: -1; ELG1 repair inh: -10%; hERG WT inh: 9; Eya2 inh: 4%; Mito fusion yeast: 0%; USP2a block: -1%; KCNH2 3.1 block: 4; TSHR antag: -7

Source: PubChem BioAssay (National Center for Advancing Translational Sciences (NCATS))

Some of the compounds tested; the hit share may differ from the screen's.
